High-throughput results from PubChem BioAssay.
POLH inh: inhibitors of human DNA polymerase eta; Q9Y253; recombinant Pol eta, fluorescent DNA replication assay; Potency, µM (highest dose often 114 µM), without a hit: at the highest dose activity change, negative = inhibition, usual class: inhibitors; hit rate 1.2% among 390,000; AID 588591; further: on the % scale 0 is the no-effect control and ±100 the full control effect
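Pol eta at 10 nM preincubated with compounds 15 min at room temperature; reaction started with fluorescent substrate (50 nM final) and read kinetically at 0 and 10 min.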
POLB inh: blocks human DNA polymerase beta activity; Pol beta primer extension/strand displacement, fluorescence kinetic; P06746; Potency, µM (doses to about 114 µM), inactives show at the top dose activity change, negative = inhibition, actives largely listed as inhibitors; hit rate 1.3% among 340,000; further: on the % scale 0 is the no-effect control and ±100 the full control effect
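Homogeneous kinetic assay of primer extension and strand displacement by 10 nM Pol beta, preincubated 15 min at room temperature with compound before 50 nM substrate (final) was added. Read at 0 and 10 min; four-parameter Hill fit.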
APEX1 inh: APE1 (human) endonuclease inhibition | P27695 | recombinant APE1, TAMRA/BHQ-2 abasic DNA cleavage fluorescence | Potency, µM (highest dose often 65.8 µM), inactives show at the highest dose activity change, negative = inhibition, usual class: inhibitors | hit rate 0.35% among 350,000;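 further: plate controls were vehicle for no effect and reference inhibitor for full effect; nearly all actives have a fitted effect of over 55% in size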
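Enzyme (0.75 nM final) and test compound are incubated 15 min at room temperature before adding 50 nM quenched THF abasic-site duplex. Cleavage dequenches TAMRA, followed at 525/598 nm over three reads one minute apart.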
JMJD2A Tudor: JMJD2A Tudor domain (human) inhibition | O75164 | AlphaScreen JMJD2A-Tudor / H3K4me3 peptide binding | Potency, µM (highest dose often 114 µM), for the others: at the top dose activity change, negative = inhibition, hits mostly inhibitors | hit rate 4.4% among 390,000 | AID 504339; further: on the % scale 0 is the no-effect control and ±100 the full control effect; nearly all actives have a fitted effect of over 50% in size
G9a block: blocks human histone lysine methyltransferase G9a; Q96KQ7; G9a H3K9 monomethylation, AlphaScreen, 2 h; Potency, µM (titrated, usually from 102 µM), inactives show top-dose activity, negative = inhibition, hits mostly inhibitors; hit rate 8.8% among 350,000; AID 504332; further: on the % scale 0 is the no-effect control and ±100 the full control effect; nearly all actives have a fitted effect of over 75% in size
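AlphaScreen read-out: biotin-H3K9 peptide (500 nM) methylation by 20 nM enzyme with 20 uM SAM, 2 h at room temperature after 15 min compound preincubation; anti-monomethyl H3K9 antibody plus donor/acceptor beads, 10 min dark.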
Pol iota inh: DNA polymerase iota (human) inhibition; Potency, µM (doses to about 115 µM), inactives show at the top dose activity, negative = inhibition, actives largely listed as inhibitors; Q9UNA4; hit rate 1% among 390,000; Pol iota fluorescent replication assay, 10 min; AID 588590
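Pol iota at 10 nM preincubated 15 min with compounds at room temperature; reaction started with fluorescent substrate, 50 nM final. Fluorescence read kinetically at 0 and 10 min; buffer-only wells as negative control.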
Pol kappa inh: inhibitors of human DNA polymerase kappa | Q9UBT6 | purified Pol kappa, fluorescent DNA synthesis assay, 10 min | Potency, µM (highest dose often 107 µM), without a hit: top-dose activity, negative = inhibition, usual class: inhibitors | hit rate 0.53% among 400,000 | AID 588579; further: on the % scale 0 is the no-effect control and ±100 the full control effect
Target sequence (Q9UBT6 whole entry, looked up): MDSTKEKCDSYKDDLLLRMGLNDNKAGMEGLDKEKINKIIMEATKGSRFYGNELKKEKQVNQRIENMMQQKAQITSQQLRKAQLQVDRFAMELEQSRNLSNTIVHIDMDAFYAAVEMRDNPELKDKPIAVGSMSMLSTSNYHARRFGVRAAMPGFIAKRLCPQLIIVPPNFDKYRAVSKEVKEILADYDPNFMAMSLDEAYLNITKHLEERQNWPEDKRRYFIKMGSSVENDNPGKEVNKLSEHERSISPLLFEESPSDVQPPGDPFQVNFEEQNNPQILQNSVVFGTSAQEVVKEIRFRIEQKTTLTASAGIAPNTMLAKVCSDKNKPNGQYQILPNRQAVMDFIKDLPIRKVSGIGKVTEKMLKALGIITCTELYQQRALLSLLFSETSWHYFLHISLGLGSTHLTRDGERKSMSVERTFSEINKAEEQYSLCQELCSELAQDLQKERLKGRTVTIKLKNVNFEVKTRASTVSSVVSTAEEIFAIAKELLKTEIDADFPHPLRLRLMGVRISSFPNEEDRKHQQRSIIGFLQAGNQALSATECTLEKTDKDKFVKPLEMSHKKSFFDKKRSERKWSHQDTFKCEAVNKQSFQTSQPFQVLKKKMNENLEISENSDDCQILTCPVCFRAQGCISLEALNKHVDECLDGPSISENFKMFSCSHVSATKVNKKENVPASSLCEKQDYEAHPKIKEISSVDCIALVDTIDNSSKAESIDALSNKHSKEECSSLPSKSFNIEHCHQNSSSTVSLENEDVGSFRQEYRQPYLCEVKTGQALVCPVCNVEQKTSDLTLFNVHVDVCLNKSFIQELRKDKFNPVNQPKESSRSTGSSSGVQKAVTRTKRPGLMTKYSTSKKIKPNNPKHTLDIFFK
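Kinetic fluorescence screen: compound preincubated 15 min RT with 10 nM enzyme; 50 nM substrate (final) initiates; reads at 0/10 min.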
BLM inh: blocks DNA unwinding by human BLM helicase. hit rate 0.2% among 350,000. recombinant BLM DNA unwinding, fluorescence dequenching. AID 2528. P54132. Potency, µM (titrated, usually from 56.1 µM), for the others: top-dose activity change, negative = inhibition, most hits filed as inhibitors;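 further: plate controls were vehicle for no effect and no enzyme for full effect; nearly all actives have a fitted effect of over 35% in size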
BAZ2B inh: BAZ2B (human) inhibition; Q9UIF8; AlphaScreen BAZ2B-H3K14Ac peptide displacement; Potency, µM (titrated, usually from 114 µM), for inactives: top-dose activity change, negative = inhibition, hits mostly inhibitors; hit rate 4.4% among 360,000; AID 504333; further: on the % scale 0 is the no-effect control and ±100 the full control effect; nearly all actives have a fitted effect of over 60% in size
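AlphaScreen displacement of biotin-H3(5-23)K14Ac peptide (50 nM final) from BAZ2B (50 nM final) in PBS pH 7.4, 0.01% Tween-20; complex preformed 30 min RT, then compounds (top 110 uM) 30 min RT, beads 20 min dark.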
Active calls of the source: *; ? = inconclusive; nt = not tested or not shown; [ ] = remark or other dose. The call rests on the fitted dose curve; in most records, active means well fitted curve in the direction sought with a large enough effect; inconclusive means small, poorly fitted or top-dose-only effect, or another doubt; inactive means no such curve, though single readings can be large; an effect the other way counts as inactive or inconclusive. Potency means the concentration at half of the fitted maximal effect. This is a subset; count on the stated rates, not on these rows.

SMILES	POLH inh	POLB inh	APEX1 inh	JMJD2A Tudor	G9a block	Pol iota inh	Pol kappa inh	BLM inh	BAZ2B inh
NNC(=S)Nc1ccc(S(=O)(=O)N2CCCCC2)cc1	?	-3%	3%	-24%	-127%[59 µM]	?	3%	-9%	?
Cc1cccc(S(=O)(=O)Nc2cccc(-c3ccc(N4CCCCC4)nn3)c2)c1	-29%	28%	nt	-15%	-35%[59 µM]	-15%	-12%[60.1 µM]	-5%	-7%
Cc1ccc(NC(=O)CSc2nc(=O)n(Cc3cccnc3)c3c2CCC3)cc1F	-8%	0%	nt	-17%	5%[59 µM]	12%	-7%[60.1 µM]	-1%	-6%
Cc1ccc(NC(=O)CC2Nc3ccccc3NC2=O)cc1Cl (stereo not given)	-18%	1%	-1%	-6%	nt	13%	-3%	-10%	12%
Cc1[nH]c2ccccc2c1SCCN	-9%	nt	nt	?	nt	12%	-19%	nt	nt
CCCCC(=O)Nc1ccc(NC(=S)NC(=O)c2cccs2)cc1OC	-19%	15%	-2%	-11%	-44%[59 µM]	13%	-12%	-5%	-23%
CCc1ccc(C(O)(CNCc2ccccc2)c2ccccc2)cc1 (stereo not given)	-9%	-19%	29%	31%	10%	-14%	-16%	-7%	18%
COc1ccc(-c2csc(NC(=O)CCN3C(=O)C4CC=CCC4C3=O)n2)cc1OC (stereo not given)	-22%	nt	19%	-31%	?	12%	3%	nt	-20%
COc1ccc(N2C(=O)CC(Nc3cccc([N+](=O)[O-])c3)C2=O)cc1 (stereo not given)	-13%	-16%	?	8%	-2%[59 µM]	18%	-1%	-2%	-2%
O=C(N/N=C/c1ccc(O)cc1)c1cncc(Br)c1	-5%	-21%	-5%	-4%	4%	124%[activator]	-8%	-14%	-2%
CC(C)(C)S(=O)(=O)c1cnc(N2CCCCC2)nc1N	1%	1%	0%	-2%	15%	3%[58.9 µM]	-8%	2%	0%
OC(CCN1CCCCC1)(c1ccccc1)C1C[C@@H]2C=C[C@H]1C2 (stereo not given in full)	-15%	nt	27%	-15%	-33%[59 µM]	18%	4%	nt	-10%
CCOC(=O)c1c(NC(=O)c2ccc(-n3cnnn3)cc2)sc2c1CCCC2	?	27%	16%	-27%	14%[59 µM]	8%	-4%	-8%	7%
O=C(NCc1ccccc1)NC(=O)c1ccncc1	-18%	16%	-5%	-1%	5%[12.7 µM]	1%[58.9 µM]	-1%	0%	4%
Cc1cccc(-n2nc([N+](=O)[O-])c(=NCc3cccnc3)n2O)c1	-1%	37%	-5%	-21%	nt	-15%	-2%	-1%	-13%
O=C(CN1C2CCC1CC(NC(=O)NC1CCCCC1)C2)NC1CC1 (stereo not given)	-6%	22%	-2%	-19%	71µM*	0%	-14%	2%	9%
CCOc1ccccc1NC(=O)N1CCCN(c2ncccc2C#N)CC1	0%	11%	-16%	-15%	0%[12.7 µM]	-14%	6%	-2%	2%
Cc1nc(SCc2ccccc2)nc2c1CCC2	-21%	-2%	1%	64%[activator]	269%[activator]	81%[activator]	3%	-12%	91%[activator]
CC1(C)Cc2c(sc(NC(=O)C(=O)NCCCN3CCOCC3)c2C#N)CO1	7%	-1%	39%	2%	22µM*	-20%	-10%	-1%	-20%
CC(C)c1cccc(C(C)C)c1OCCCCCN1CCOCC1	-24%	nt	nt	-18%	nt	10%	-13%	nt	nt
CC1(C)CC(=O)C2=C(C1)c1c(ccc3ccccc13)NC2c1cc([N+](=O)[O-])cc([N+](=O)[O-])c1O (stereo not given)	28µM*	45µM*	-5%	56µM*	?	?	-36%	22µM*	50µM*
C[n+]1ccc(C(=O)NCc2ccccc2)cc1	2%	-2%	-9%	8%	nt	4%	3%	1%	-5%
O=C(c1ccccc1CCc1ccccc1)N1CCCC1	0%	26%	8%	-5%	nt	23%	8%	1%	8%
Cc1ccc(OCC(=O)N(C)CC(=O)Nc2ccc(Cl)c(C(F)(F)F)c2)c([N+](=O)[O-])n1	-6%	nt	-1%	-27%	14%[0.501 µM]	10%	-16%	nt	?
O=C(O)[C@H](Cc1c[nH]c2ccccc12)Nc1ncccc1[N+](=O)[O-]	-6%	14%	58%[activator]	-7%	?	16%	2%	-2%	-20%

Shown with two lines to a compound: part of the list above
Below each SMILES – POLH inh	POLB inh	APEX1 inh	JMJD2A Tudor	G9a block	Pol iota inh	Pol kappa inh	BLM inh	BAZ2B inh
> CCCCC(=O)Nc1ccc(NC(=S)NC(=O)c2cccs2)cc1OC
 : -19%	15%	-2%	-11%	-44%[59 µM]	13%	-12%	-5%	-23%
> CCc1ccc(C(O)(CNCc2ccccc2)c2ccccc2)cc1 (stereo not given)
 : -9%	-19%	29%	31%	10%	-14%	-16%	-7%	18%

A draw from above in order of heavy-atom count, lowest first.
SMILES	POLH inh	POLB inh	APEX1 inh	JMJD2A Tudor	G9a block	Pol iota inh	Pol kappa inh	BLM inh	BAZ2B inh
Cc1[nH]c2ccccc2c1SCCN	-9%	nt	nt	?	nt	12%	-19%	nt	nt
C[n+]1ccc(C(=O)NCc2ccccc2)cc1	2%	-2%	-9%	8%	nt	4%	3%	1%	-5%
Cc1nc(SCc2ccccc2)nc2c1CCC2	-21%	-2%	1%	64%[activator]	269%[activator]	81%[activator]	3%	-12%	91%[activator]
CC(C)(C)S(=O)(=O)c1cnc(N2CCCCC2)nc1N	1%	1%	0%	-2%	15%	3%[58.9 µM]	-8%	2%	0%
O=C(c1ccccc1CCc1ccccc1)N1CCCC1	0%	26%	8%	-5%	nt	23%	8%	1%	8%
O=C(O)[C@H](Cc1c[nH]c2ccccc12)Nc1ncccc1[N+](=O)[O-]	-6%	14%	58%[activator]	-7%	?	16%	2%	-2%	-20%
CCc1ccc(C(O)(CNCc2ccccc2)c2ccccc2)cc1 (stereo not given)	-9%	-19%	29%	31%	10%	-14%	-16%	-7%	18%
CCCCC(=O)Nc1ccc(NC(=S)NC(=O)c2cccs2)cc1OC	-19%	15%	-2%	-11%	-44%[59 µM]	13%	-12%	-5%	-23%
CC1(C)Cc2c(sc(NC(=O)C(=O)NCCCN3CCOCC3)c2C#N)CO1	7%	-1%	39%	2%	22µM*	-20%	-10%	-1%	-20%
Cc1ccc(NC(=O)CSc2nc(=O)n(Cc3cccnc3)c3c2CCC3)cc1F	-8%	0%	nt	-17%	5%[59 µM]	12%	-7%[60.1 µM]	-1%	-6%
Cc1ccc(OCC(=O)N(C)CC(=O)Nc2ccc(Cl)c(C(F)(F)F)c2)c([N+](=O)[O-])n1	-6%	nt	-1%	-27%	14%[0.501 µM]	10%	-16%	nt	?

New compounds follow.
SMILES	POLH inh	POLB inh	APEX1 inh	JMJD2A Tudor	G9a block	Pol iota inh	Pol kappa inh	BLM inh	BAZ2B inh
CCCc1cc(C(=O)Nc2ccc(F)cc2F)no1	-10%	50%	-4%	5%	36%	-5%	-6%	-2%	73%[activator]
Cc1cccc2cc(C#N)c(N3CCC(O)CC3)nc12	8%	2%	-4%	22%	46%[59 µM]	27%	-19%	-3%	5%
CSc1cccc(CN2CCN(CCc3ccccc3)C(CCO)C2)c1 (stereo not given)	-7%	1%	3%	-19%	?	10%	2%	-2%	-13%
CCc1ccc(N(C)S(=O)(=O)c2ccc3[nH]cc(C(=O)NCC4CCCO4)c(=O)c3c2)cc1 (stereo not given)	-4%	?	nt	-11%	2%[59 µM]	-7%	-2%[60.1 µM]	-4%	-8%
CCCCc1ccc(S(=O)(=O)NCCc2ccncc2)cc1	0%	1%	4%	-17%	-1%[12.7 µM]	11%	-2%	-3%	8%
Cc1cccc(CSCCNC(=O)COc2ccc(Cl)cc2)c1	-4%	-26%	-2%	37%[activator]	-1%[59 µM]	-2%	-19%[60.1 µM]	-4%	1%
CCc1nn(CCCC(=O)NCc2ccco2)c(=O)c2cc3occc3n12	-16%	35%	26%	-25%	6%	53%[activator]	-5%	-1%	-16%
CCOC(=O)c1c(NC(=O)c2cccnc2)sc(C(C)=O)c1C	0%	-6%	-6%	-6%	5%[59 µM]	-16%	-19%	1%	-21%
Cc1ccc(C2CCN(C(=O)c3cnn(-c4ccccc4Cl)c3C3CCN(C(=O)OC(C)(C)C)CC3)C2)cc1 (stereo not given)	-29%	3%	nt	?	-44%[59 µM]	5%	-6%	-10%	-18%[57.1 µM]
COCCn1c(NCc2ccccc2)nc2c1c(=O)[nH]c(=O)n2C	-6%	4%	1%	-12%	2%[59 µM]	-6%	-9%	-2%	-5%
CCOc1ccc(NC(=O)c2ccc(F)c(S(=O)(=O)N3CCN(c4ccccn4)CC3)c2)cc1	-7%	30%	15%	-8%	?	?	-19%	-6%	-1%
C[C@H](O)[C@@]1(O)CC[C@H]2[C@@H]3CC[C@@H]4C[C@H](O)CC[C@]4(C)[C@H]3CC[C@@]21C	-12%	nt	nt	-9%	nt	-2%	7%	nt	nt
Cc1ccccc1N(C(=O)c1snc(C(N)=O)c1N)C(C(=O)NC1CCCCC1)c1ccc(O)cc1 (stereo not given)	-19%	3%	-10%	2%	21%	2%	2%	-6%	-9%
CC(=NNC(=S)N1CCN(c2ccccn2)CC1)c1nccs1	-19%	nt	nt	13µM*	nt	28%	-3%	nt	nt
Cc1cccc(NC(=O)CCCN2C(=S)NC(C)(C)CC2C)c1C (stereo not given)	3%	27%	4%	-14%	?	86%[activator]	-3%	-1%	-5%
CCOC(=O)C(C)CC(C)C(=O)N1CCOCCOCCN(C(=O)C(C)CC(C)C(=O)OCC)CCOCC1 (stereo not given)	5%	22%	-2%	2%[57.1 µM]	2%	22%	-7%	-3%	8%
COc1cccc(OC)c1CNC(=O)C1CCC(=O)N(CC2CCCCC2)C1 (stereo not given)	-3%	39%	28%	-17%	19%	42%[activator]	3%	2%	-15%
